# CaV13 ICDI inh – Primary screen for inhibitors of IQ motif and Ca2+-dependent inactivation inhibitor domain binding in CACNA1D, Förster resonance energy transfer in living cells, … | 340,000 compounds, 0.098% hits | HEK cells, CFP/YFP FRET ICDI-IQ, plate reader, 10 min; percent FRET-ratio fall versus neutral wells | AID 743397 | inhibition, % at 12.3 µM;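 active = mean replicate inhibition of at least 30% and at least 1% of replicates passing that level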;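 also: 0% = median of the neutral control wells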
# N-glyco inh – increase of ERlucT glycosylation luciferase signal, primary screen, N-linked glycosylation inhibitor project, D54 ERlucT cells, luminescence, set 2 | 360,000 compounds, 0.23% hits | D54 ERlucT glycosylation luciferase reporter, 24 h; percent of 100 nM tunicamycin response | reporter increase, % at 12.5 µM;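 active = mean luciferase reporter signal, scaled so untreated is 0 and the glycosylation-blocking control 100, at or above a set limit in every replicate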;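 also: luciferase carries N-glycosylation sites so blocking glycosylation raises the light; 0% = median of neutral control wells and 100% = median of 100 nM tunicamycin wells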
# hiPSC survival – enhancers of single-cell hiPSC survival, primary screen, ATPlite luminescence; 100% = ROCK inhibitor wells, 0% = DMSO; survival enhancement, % at 20 µM; 360,000 compounds, 0.044% hits; in the data active = survival enhancement above about 18%;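 also: cells exposed to compounds for 16 hours before the ATP read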
# Exocytosis inh – LAMP-1 surface exposure blockers, TALL-104 cells – cell-based, flow cytometry, MLPCN library, primary screen; TALL-104 LAMP-1 surface exposure; cells stimulated with thapsigargin and PMA; inhibition, % at 10 µM; 360,000 compounds, 0.66% hits;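 active = inhibition above about 55%, limit read from the data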
# Vif imaging – HIV Vif self-association inhibitors, primary screen, imaging, HEK293T, single point. inhibition, % at 7.49 µM. 340,000 compounds, 0.35% hits. HEK293T cells, Vif self-association by quenched fluorescence, 24 h. AID 602346, 2012; in the data active = inhibition above about 50%, passing the limit was not always enough; also: some results filed as inactive read as strong as hits
# aDG glyco up – activators of alpha-DG glycosylation, primary screen, uHTS, Pro5-aDG cells, AlphaScreen; AID 624168, 2012; activation, % at 10 µM; alpha-DG glycosylation AlphaScreen (IIH6); 0% Pro5, 100% B10-LARGE cell signal; 360,000 compounds, 0.22% hits;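 active = activation of at least 8% versus controls, or a plate z-score of at least 8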;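 also: Pro5 are CHO cells carrying HIG-tagged alpha-DG that lacks glycosylation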
# ABCB6 inh 2 – ABCB6 transporter inhibitors, primary screen, K562-ABCB6 cells, flow cytometry, MLPCN library. ATP-binding cassette sub-family B member 6 (Homo sapiens), Q9NP58. K562-ABCB6 porphyrin accumulation, 1 h; hits give low values. fluorescence ratio to DMSO, % at 10 µM. 360,000 compounds, 0.19% hits. AID 602162, 2011;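 active = fluorescence ratio to DMSO below 75%, the collection mean minus 3 SD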;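 also: signal is porphyrin accumulated inside mitochondria; 100% equals median channel fluorescence of DMSO control wells; lower ratio means ABCB6 inhibition with less porphyrin fluorescence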
# Target sequence (Q9NP58 whole entry, looked up): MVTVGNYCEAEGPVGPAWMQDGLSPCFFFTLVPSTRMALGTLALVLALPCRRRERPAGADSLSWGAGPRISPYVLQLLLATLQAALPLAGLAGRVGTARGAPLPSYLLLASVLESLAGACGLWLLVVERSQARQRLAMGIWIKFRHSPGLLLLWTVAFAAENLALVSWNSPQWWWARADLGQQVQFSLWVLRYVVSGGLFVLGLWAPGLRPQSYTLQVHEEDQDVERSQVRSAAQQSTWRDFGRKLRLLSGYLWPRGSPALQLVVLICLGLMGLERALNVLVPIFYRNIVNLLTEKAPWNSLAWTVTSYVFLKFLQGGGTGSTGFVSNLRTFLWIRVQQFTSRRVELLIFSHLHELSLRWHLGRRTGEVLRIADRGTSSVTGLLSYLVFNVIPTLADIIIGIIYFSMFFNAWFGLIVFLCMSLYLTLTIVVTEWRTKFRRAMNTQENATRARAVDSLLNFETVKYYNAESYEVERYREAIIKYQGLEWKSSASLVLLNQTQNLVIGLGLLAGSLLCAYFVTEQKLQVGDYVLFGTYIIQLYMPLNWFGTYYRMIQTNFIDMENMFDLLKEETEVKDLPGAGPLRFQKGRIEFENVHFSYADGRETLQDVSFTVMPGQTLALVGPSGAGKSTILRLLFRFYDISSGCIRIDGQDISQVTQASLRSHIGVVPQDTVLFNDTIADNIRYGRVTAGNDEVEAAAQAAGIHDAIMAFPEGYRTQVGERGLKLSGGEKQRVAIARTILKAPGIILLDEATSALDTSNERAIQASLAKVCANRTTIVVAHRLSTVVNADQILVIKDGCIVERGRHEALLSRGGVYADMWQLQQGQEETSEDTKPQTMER
# H9c2 protect – cardioprotection against H2O2-induced cell death, primary screen, uHTS, H9c2 cells, ATPLite luminescence; H9c2 cardiomyocytes, H2O2 injury protection, 2 h; protection from H2O2 cell death, % at 20 µM; 360,000 compounds, 0.63% hits; AID 588492, 2011;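 active = compounds giving at least 50% protection of heart cells from peroxide-induced death in the single-dose screen, raw or plate-pattern-corrected value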;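 also: 0% = DMSO wells with peroxide and 100% = DMSO wells without peroxide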
# PDI inh – inhibitors of human PDI, primary screen, biochemical, turbidity, single point, plate reader; Protein disulfide-isomerase (Homo sapiens), P07237; PDI insulin aggregation turbidity, A650, 90 min; inhibition, % at 10 µM; 350,000 compounds, 0.052% hits;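 active = mean inhibition across replicates of 30% or more, whatever share of single replicates reach that level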;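 also: absorbance from insulin aggregation driven by PDI reduction with DTT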
# m5-HT2A agonist – mouse Htr2a agonists via beta-arrestin recruitment, primary screen, cell-based, luminescence; CHO-K1 mHTR2A beta-arrestin complementation; percent of 30 µM serotonin response; activation, % at 7.6 µM; 360,000 compounds, 0.66% hits; AID 624169, 2012;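 active = activation above a run cutoff, the mean activation of all tested compounds plus 3 SD, cut at about 14% in these data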;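 also: 0% = plate median of compound wells and 100% = 30 µM serotonin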
# The depositor's hits bear a star; x = no result given.
# Values run as follows: CaV13 ICDI inh, N-glyco inh, hiPSC survival, Exocytosis inh, Vif imaging, aDG glyco up, ABCB6 inh 2, H9c2 protect, PDI inh, m5-HT2A agonist
CN(CCC#N)C(=O)CSc1nnc(-c2c[nH]c3ccccc23)o1
→ -19.8, 1.3, 0.0, 0.5, -15.2, 0.1, 96.0, 7.2, 10.1, -2.4
CC1CCCC(C)N1/N=C/c1ccccc1C(=O)O (stereo unspecified)
→ -2.6, 2.7, 0.2, -1.5, 0.7, -0.1, 101.0, -0.3, -0.9, -5.0
C(=N\Nc1ncnc2sc3c(c12)CCC3)/c1cccs1
→ -6.6, -10.0, -1.4, 4.4, -8.3, 0.2, 100.0, 28.3, 1.8, -2.1
CCCCCCN1C[C@@H](n2cc(C3CC3)nn2)[C@H](O)C[C@@H]1c1ccc(OC)cc1
→ -10.0, -1.8, 1.8, -0.9, -7.7, 1.1, 102.0, -12.4, 5.6, -5.2
Cc1nc(NC(=S)NC(=O)c2ccccc2)sc1C(=O)N(C)C
→ -9.4, -0.1, 1.9, -2.6, -2.2, -0.1, 98.0, -6.7, -1.0, -1.5
CCOC(=O)C1CCN(C(=O)COC(=O)c2cccc(NS(=O)(=O)c3ccccc3)c2)CC1
→ -6.5, 4.0, -0.2, 0.1, -4.6, 1.4, 97.0, -5.5, 3.3, 2.4
CC1CC(C)CN(CC(=O)c2cccs2)C1 (stereo unspecified)
→ 2.1, 1.5, 0.4, -1.0, 5.2, 0.1, 102.0, 1.4, -0.4, 0.2
CCc1nnc(NC(=O)c2ccc(COc3cccc(C)c3)o2)s1
→ -2.8, -1.5, -0.7, 7.0, -13.9, 0.0, 93.0, -2.1, -11.2, 1.8
O=C(CSc1nc(-c2ccco2)cc(C(F)(F)F)n1)N1CCN(c2ccc(Cl)cc2)CC1
→ x, 0.8, -1.4, -5.0, 8.3, 0.0, 97.0, 3.2, 4.9, -0.7
Cn1c(=O)c2cc(NC(=O)CCc3cccnc3)ccc2n1Cc1ccc(F)cc1
→ -5.3, -5.1, 0.4, 17.0, -4.4, 0.2, 100.0, -4.1, -3.7, 3.6
COc1cc(/C=C/C(=O)Nc2ccc(C)cc2)cc(OC)c1OC
→ -4.0, 2.6, -1.3, -4.0, -3.4, 0.2, 94.0, 8.2, -2.1, -0.6
O=C(CSc1n[nH]c(=O)n1C1CC1)Nc1ccc(Cl)c(Cl)c1
→ -6.4, 0.2, -0.7, -1.4, -0.8, 0.3, 99.0, 1.0, -3.8, -5.1
CC(C)Cc1nnc(NC(=O)c2ccc3c(c2)OCCO3)s1
→ -3.5, -15.8, -2.9, -1.0, 16.7, 0.0, 98.0, 5.0, -3.1, -0.3
COc1cccc(/C(O)=C2/C(=O)C(=O)N(CCN3CCOCC3)C2c2cccs2)c1 (stereo unspecified)
→ -3.1, 1.7, 1.9, 1.9, 21.3, -0.1, 108.0, 9.4, 5.1, -0.5
Cc1ccc(C(=O)NC2CCN(C(=O)Nc3ccc(F)cc3)CC2)cc1
→ -6.0, -1.5, 0.3, 6.0, 3.6, 0.0, 101.0, -1.0, -2.6, -2.2
Cn1c(SCC(=O)c2ccc3c(c2)OCCO3)nnc1C(F)(F)F
→ -19.1, -0.5, -0.8, -0.8, -2.4, 0.1, 96.0, 4.2, -4.2, 0.0
Nc1nc(SCC(=O)Nc2ccc(Oc3ccccc3)cc2)n[nH]1
→ -3.0, -4.0, 0.0, 0.5, -14.6, -0.3, 102.0, -6.9, 1.7, -2.9
CCC(C(=O)NCc1cccc(C)c1)n1nc(C)c2c(C)n(-c3ccccc3)nc2c1=O (stereo unspecified)
→ -2.8, 0.8, -0.4, 7.8, -8.1, 0.1, 90.0, -6.1, 1.1, -0.9
CC(/C=N/NC(=O)Cn1nccc1C)=C\c1ccc(C(C)C)cc1
→ -4.2, -6.3, -1.2, -0.3, 3.9, 0.0, 102.0, -15.1, -8.1, 4.8
CCO[C@@H]1OC(C(=O)NC2CC2)=C[C@H](C2CCCCC2)[C@H]1CCCO
→ -5.6, 2.7, 2.0, 2.7, -5.7, 0.1, 103.0, -6.3, 13.9, 10.8
Cc1ccc(CC(=O)Nc2nncs2)cc1
→ -5.5, 0.2, 1.9, 1.8, 6.0, 0.1, 97.0, 3.7, 0.0, -3.1
c1ccc2cc(CNCc3cccc4ccccc34)ccc2c1
→ -1.2, 2.6, -0.5, 10.3, -1.1, 0.0, 97.0, -4.6, 10.3, -7.4
CCC(=O)c1cc(F)ccc1OCC(=O)Nc1ccc2c(c1)OCCO2
→ -5.6, -1.7, 2.8, -7.0, -2.0, 0.2, 98.0, -4.0, -3.1, -0.8
COc1ccc(CN(CC(=O)NCc2ccc(F)cc2)C(=O)c2csnn2)cc1
→ -3.8, 0.0, 0.0, -5.6, -10.1, 0.1, 99.0, -3.9, 2.1, -6.8
Fc1ccccc1CNCC1CCCO1 (stereo unspecified)
→ -11.7, -0.6, -0.7, -2.5, 4.9, 0.0, 97.0, 5.2, -8.6, 3.0
Cn1ccc(-c2ccccc2)n1
→ 4.7, 3.9, 0.1, -1.0, -2.0, 0.1, 94.0, 3.3, 6.5, -5.3
O=C1c2ccccc2CSc2c(O)cccc21
→ -4.3, -1.4, -0.3, 2.9, -5.6, -0.2, 110.0, 2.6, 4.7, 0.4
Cc1ccccc1S(=O)(=O)Cc1ccc(C(=O)NCc2cccnc2)o1
→ -4.0, -0.8, -2.5, 11.2, -11.9, -0.1, 97.0, 0.4, -4.9, 1.1
COc1ccc(OC)c(S(=O)(=O)n2cnc3ccccc32)c1
→ -0.1, 4.2, 0.7, 18.4, -6.0, 0.0, 98.0, -1.0, -7.3, -3.8
COc1cc(Nc2c3c(nc4ccccc24)CCC3)cc(OC)c1OC
→ -19.2, 48.6*, -0.4, 15.4, -2.5, -0.3, 98.0, -5.1, -11.0, -6.2

# 2 compounds picked at random from those above:
# Values run as follows: CaV13 ICDI inh, N-glyco inh, hiPSC survival, Exocytosis inh, Vif imaging, aDG glyco up, ABCB6 inh 2, H9c2 protect, PDI inh, m5-HT2A agonist
COc1cc(/C=C/C(=O)Nc2ccc(C)cc2)cc(OC)c1OC
→ -4.0, 2.6, -1.3, -4.0, -3.4, 0.2, 94.0, 8.2, -2.1, -0.6
Cn1c(SCC(=O)c2ccc3c(c2)OCCO3)nnc1C(F)(F)F
→ -19.1, -0.5, -0.8, -0.8, -2.4, 0.1, 96.0, 4.2, -4.2, 0.0

# (next part)
# Values run as follows: CaV13 ICDI inh, N-glyco inh, hiPSC survival, Exocytosis inh, Vif imaging, aDG glyco up, ABCB6 inh 2, H9c2 protect, PDI inh, m5-HT2A agonist
Cc1ccc2c(c1)C(O)(C1COC(C)(C)CC1=O)C(=O)N2C (stereo unspecified)
→ -4.0, 0.2, 0.2, 0.7, -33.4, -0.1, 101.0, 4.0, -0.4, 4.4
Nc1nc(COC(=O)c2ccc3c(c2)OCCO3)nc(Nc2ccccc2)n1
→ -3.4, 1.0, -1.1, -1.1, -15.3, 0.2, 91.0, 7.1, -2.8, -3.8
COC(=S)N/C(=N\S(=O)(=O)c1ccc(Cl)cc1)c1ccccc1
→ -7.0, -0.1, -0.1, -2.4, 3.3, 0.1, 94.0, -0.4, 7.3, 0.4
CCOc1cc(C(=O)Nc2ccc(S(=O)(=O)Nc3cnc4ccccc4n3)cc2)cc(OCC)c1OCC
→ -3.9, 2.8, 2.2, 5.6, -5.5, 0.0, 104.0, -3.2, -10.3, 6.8
CC1=C(C)CC(C(=O)N2CCN(Cc3ccccc3)CC2)C(C(=O)O)C1 (stereo unspecified)
→ -4.8, 0.7, -1.4, -1.6, 5.8, 0.0, 92.0, 1.8, 0.0, 0.3
COc1cccc(CN(C)CC(=O)Nc2ccccc2N2CCOCC2)c1OC
→ 1.7, 0.7, 0.3, -2.3, -6.1, -0.3, 94.0, 2.3, 7.5, -0.6
CCCc1nn2c(=O)c(C(c3cccc(Cl)c3)c3c(O)nc4sc(CCC)nn4c3=O)c(O)nc2s1
→ x, 0.3, 4.8, -3.0, 16.8, 0.1, 89.0, 5.8, -0.6, -1.2
O=C(Cn1nnc(-c2cccs2)n1)NCc1ccco1
→ -6.1, -1.3, 2.0, 1.4, 1.2, -0.1, 99.0, -5.0, -17.4, 0.6
Cc1ccccc1-c1nc(CS(=O)(=O)CC(=O)N2CCN(C)CC2)c(C)o1
→ -12.4, 2.0, -0.3, -0.4, -1.7, 0.5, 96.0, 0.9, 0.7, 5.4
Cc1ccc2nc(NC(=O)c3ccco3)sc2c1
→ 0.3, -21.4, -3.6, 0.6, 2.8, -0.3, 98.0, -34.1, 0.4, 1.8
Cc1c(C(=O)NCCSCc2ccccc2)cccc1[N+](=O)[O-]
→ 3.2, -1.2, 2.1, 1.6, 2.6, -0.5, 103.0, 5.3, -5.3, 4.4
CCOC(=O)C1(CCCc2ccccc2)CCN(Cc2ccn[nH]2)CC1
→ -3.6, -3.2, 1.1, 3.8, 2.3, 0.5, 99.0, 1.1, 7.8, 14.8*
COC(=O)c1ccc(NC(=O)N2CCOCC2)cc1
→ -4.0, 0.0, -2.4, 0.2, x, -0.1, 89.0, 6.8, -2.5, -2.3
Cc1ccccc1NC(=O)CSc1n[nH]c(-c2ccco2)n1
→ 5.7, -0.3, 1.8, -3.0, -5.2, -0.2, 100.0, 2.7, -1.9, 6.6

# Exported with bars between the fields: 3 of the compounds above.
compound | CaV13 ICDI inh | N-glyco inh | hiPSC survival | Exocytosis inh | Vif imaging | aDG glyco up | ABCB6 inh 2 | H9c2 protect | PDI inh | m5-HT2A agonist
CCOC(=O)C1(CCCc2ccccc2)CCN(Cc2ccn[nH]2)CC1 | -3.6 | -3.2 | 1.1 | 3.8 | 2.3 | 0.5 | 99.0 | 1.1 | 7.8 | 14.8*
COc1cccc(CN(C)CC(=O)Nc2ccccc2N2CCOCC2)c1OC | 1.7 | 0.7 | 0.3 | -2.3 | -6.1 | -0.3 | 94.0 | 2.3 | 7.5 | -0.6
O=C(Cn1nnc(-c2cccs2)n1)NCc1ccco1 | -6.1 | -1.3 | 2.0 | 1.4 | 1.2 | -0.1 | 99.0 | -5.0 | -17.4 | 0.6

# Compounds were not picked by outcome. Share with any hit: about 3.1%.
